# ALOX12 inh – Primary qHTS assay for inhibitors of human arachidonate 12S-lipoxygenase (ALOX12): Round 2. purified 12hLO, xylenol orange hydroperoxide absorbance. Potency, µM (highest dose often 108 µM), without a hit: at the highest dose activity change, negative = inhibition, hits mostly inhibitors. 1.1% of 580,000 active; active means well fitted inhibition curve with a large enough effect; inconclusive means small, poorly fitted or top-dose-only effect, or another doubt; inactive means no such curve, though single readings can be large or run the other way
# Target sequence (P18054 whole entry, looked up): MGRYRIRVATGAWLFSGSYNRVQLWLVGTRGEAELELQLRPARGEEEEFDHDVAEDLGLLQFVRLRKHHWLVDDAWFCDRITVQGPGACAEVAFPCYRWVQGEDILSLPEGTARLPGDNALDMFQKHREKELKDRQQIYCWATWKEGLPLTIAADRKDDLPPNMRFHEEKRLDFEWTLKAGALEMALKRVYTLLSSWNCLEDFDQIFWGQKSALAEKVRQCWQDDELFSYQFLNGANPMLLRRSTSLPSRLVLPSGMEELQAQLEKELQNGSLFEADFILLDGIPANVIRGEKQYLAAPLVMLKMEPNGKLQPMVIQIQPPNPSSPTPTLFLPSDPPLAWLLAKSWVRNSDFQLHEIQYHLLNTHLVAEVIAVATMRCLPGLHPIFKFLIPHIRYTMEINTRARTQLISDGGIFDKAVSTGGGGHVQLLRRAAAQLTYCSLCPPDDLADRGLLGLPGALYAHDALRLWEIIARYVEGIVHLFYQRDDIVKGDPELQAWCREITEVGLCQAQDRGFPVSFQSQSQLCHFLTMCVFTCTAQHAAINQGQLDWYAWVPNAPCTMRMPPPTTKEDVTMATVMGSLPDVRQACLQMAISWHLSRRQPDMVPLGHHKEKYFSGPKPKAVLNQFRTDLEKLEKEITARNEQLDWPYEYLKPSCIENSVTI
#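 Purified human 12hLO (150 nM final) in 25 mM Hepes, 0.01% Triton X-100, pH 7.0 was preincubated 15 min at room temperature with compound. Then 40 uM arachidonic acid was added, 30 min. Hydroperoxide was read by Fe-XO absorbance ratio 573/405 nm.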
# * = called active by the depositor; ? = inconclusive; [ ] = another dose, or the depositor's remark. On the % scale 0 is the no-effect control and ±100 the full control effect; potency means the concentration at half of the fitted maximal effect. These rows are one share of the data. The share of hits here may be higher or lower than overall.
ALOX12 inh | SMILES
10% | CCn1cc(CNc2ncc(C(C)(C)C(=O)O)c(N3CCOCC3)n2)cn1
-2%[57.4 µM] | COc1ccc(NC(=O)N2CCC3(CC2)CCN(C(=O)c2csnn2)CC3)cc1
36%[176 µM] | COc1ccc(-c2cnc3[nH]cc(CC(=O)Nc4ccncc4)c3c2)cc1
55%[activator] | NCCNCCc1ccccc1
-16% | COc1ccc(N2C(=O)c3ccccc3NC(=O)C2C(=O)Nc2ccc(N3CCOCC3)cc2)cc1 (configuration not stated)
0% | C#CCN1C(=O)S/C(=C/c2cn(CC=C)c3ccccc23)C1=O
14% | Cc1cnn(C2(C(=O)O)CCN(C(=O)c3cc(C)nc(C)n3)CC2)c1
-4% | COc1ccc(Cn2cc(CN3[C@@H](c4ccccc4)COc4cc(Br)ccc4S3(=O)=O)nn2)cc1

# (list continues)
ALOX12 inh | SMILES
-9% | COc1ccc(C(=O)O)c(OCc2ccc(C#N)cc2)c1
6% | Fc1ccccc1-c1ccc(CNc2ncn[nH]2)o1
? | O=C(c1ccnc(-c2nnc3ccc(N4CCOCC4)nn23)c1)N1CCCCC1
27% | COCCOC1CCOC2(CCN(C(=O)Nc3ccc(OC)cc3)CC2)C1 (configuration not stated)
15% | O=C(CCC[C@@H]1[C@H]2CCCN3CCC[C@@H](CN1Cc1ccccc1)[C@@H]23)N1CCOCC1
0.89µM* | OC(C#CCN1CCC(c2ccccc2)C1)(c1ccccc1)C1CCCCC1 (configuration not stated)
179%[activator][176 µM] | CC1(C(=O)N2CCC2)CN(Cc2ccccc2)Cc2ccc(N3CCOCC3)nc21 (configuration not stated)
-54% | O=C1NCCC[C@@H]1NC(=O)[C@H]1CN(C(=O)c2cccs2)CCN1C(=O)c1cccs1

# Given with each value named: four of the compounds above.
COc1ccc(-c2cnc3[nH]cc(CC(=O)Nc4ccncc4)c3c2)cc1
  ALOX12 inh: 36%[176 µM]

NCCNCCc1ccccc1
  ALOX12 inh: 55%[activator]

COc1ccc(N2C(=O)c3ccccc3NC(=O)C2C(=O)Nc2ccc(N3CCOCC3)cc2)cc1 (configuration not stated)
  ALOX12 inh: -16%

C#CCN1C(=O)S/C(=C/c2cn(CC=C)c3ccccc23)C1=O
  ALOX12 inh: 0%

# Additional compounds follow:
ALOX12 inh | SMILES
-19% | Cc1ccc2c(c1)C(Cc1nc3ccccc3c(=O)n1CCCO)C(=O)N2C(C)C (configuration not stated)
? | O/N=C/c1ccc(OCc2ccccc2)c(OCc2ccccc2)c1
10% | CCc1c(C)[nH]c2ccc(OC)cc2c1=O
-2% | Clc1ccccc1-c1cc(C2CCN(Cc3cc4n(n3)CCNC4)CC2)[nH]n1
45%[activator][176 µM] | CN(C)c1ccc(-c2nnnn2[C@H]2CO[C@H]3[C@@H]2OC[C@@H]3NC(=O)CCC(=O)O)cc1
-1% | CC(C)Oc1ccc(C(=O)NCC2Cc3cc(Cl)cc(-c4ncccn4)c3O2)cc1 (configuration not stated)
36%[activator] | COCCN1C(=O)[C@H]2CN(Cc3ccc(C)cc3)C[C@H]2C1=O
3%[176 µM] | Cc1ccccc1-c1cnc2[nH]cc(CC(=O)NCc3ccccc3)c2c1

# (list continues)
ALOX12 inh | SMILES
? | Cc1ccc(C(=O)Nc2sc3c(c2C(=O)N2CCN(C)CC2)CCCCC3)cc1
-5% | COc1ccc(C(=O)N[C@@H]2CCC[C@@H]2C(=O)N2CCOCC2)cc1
? | Brc1ccc(-c2noc(-c3ccc(Br)o3)n2)o1
? | Fc1ccc(C(=Nc2ccccc2)c2ccc(F)cc2)cc1
? | O=C(/C=C/Nc1ccc2ccccc2c1)C(F)(F)F
-2% | COc1ccc(-c2ccc3nnc(CNC(=O)c4ccc(OC)cc4C)n3n2)cc1
55%[activator][176 µM] | COc1cccc(NC(=O)N[C@H]2[C@H](O)[C@@H](N3CCN(C)CC3)[C@@H]3OC[C@H]2O3)c1
10% | COCCN1CCC(N2CCN(S(=O)(=O)Cc3ccccc3)CC2)C1=O (configuration not stated)

# A second format for part of the listing above:
structure	ALOX12 inh
COc1cccc(NC(=O)N[C@H]2[C@H](O)[C@@H](N3CCN(C)CC3)[C@@H]3OC[C@H]2O3)c1	55%[activator][176 µM]
Cc1ccc(C(=O)Nc2sc3c(c2C(=O)N2CCN(C)CC2)CCCCC3)cc1	?

# Next compounds follow.
ALOX12 inh | SMILES
12% | N#Cc1cccc(OCC(=O)c2ccc3ccccc3c2)c1
0%[6.33 µM] | O=C(N1CCCCC1)N1CCn2c(nnc2-c2cncc(Br)c2)C1
5% | CC(C)CSc1nc(N2CCOCC2)c2c(c1C#N)CCCC2
-10% | Cc1nn(-c2ccc(Cl)nn2)c2c1C(c1ccc(OCC(N)=O)cc1)CC(=O)N2 (configuration not stated)
-6% | CCc1noc(-c2cn(C3CCN(C(=O)C(C)Oc4ccccc4)CC3)nn2)n1 (configuration not stated)
-54% | Cc1ccc(/C(O)=C2\C(=O)C(=O)N(c3nnc(C)s3)C2c2ccc(C)cc2)cc1 (configuration not stated)
-14% | CC(C)c1ccc(NC(=O)COC(=O)CCC2CCCC2)cc1
1% | CCOCCCNC(=O)c1noc(-c2ccc[nH]c2=O)n1

# Next structures follow:
ALOX12 inh | SMILES
-15% | O=C(c1ccc(-c2cccc(F)c2)nc1)N1CCCC(c2ccccc2)CC1 (configuration not stated)
6% | COc1ccc(-c2nc3c(c(-c4ccccc4)n2)CN(C(C)=O)CC3)cc1
36%[activator] | Cc1ccc(-c2ccc(OC(=O)c3ccccc3I)c(C)c2)cc1
-24% | COCCN(CCOC)C(=O)COc1cc2oc(=O)cc(C)c2cc1Cl
14% | CC(=O)c1cccc(NC(=O)C23CC4CC(CC(C4)C2)C3)c1
14% | Cc1ccc(C(=O)N2CCSCC2)s1
-11% | CCOC(=O)C1=C(C(=O)OCC)C2N(Cc3ccc(C#N)cc3)c3ccccc3[C@@]23C[C@@H](C(=O)OC)N(S(=O)(=O)c2ccc(C)cc2)C3=N1 (some centres not stated)
-1% | Cc1ccc(C(=O)NC2C3CC4CC(C3)CC2C4)c(Cl)c1 (configuration not stated)

# (next part)
ALOX12 inh | SMILES
? | Cc1ccc(C)n1C1C(=O)N(C)c2ccc(OC(F)(F)F)cc21 (configuration not stated)
14%[176 µM] | Cc1nn(-c2ccccc2[N+](=O)[O-])c(C)c1[C@@H]1C=C[C@@H](NCc2ccco2)C1
10% | Cn1ncc(N2CCN(c3cc(C4CC(O)C4)nc(N)n3)CC2)cc1=O (configuration not stated)
-4% | CCn1nc(C(=O)N(C)C(c2ccccc2)c2ccccc2)c2ccccc2c1=O
10% | COc1cccc(C(=O)N2CC(F)(F)C[C@H]2c2nc(C)no2)c1
? | O=C(Cn1nc2n(c1=O)CCCC2)Nc1ccc(Br)cc1
42%[activator] | COc1ccc(NC(C)=O)cc1NC(=O)Cn1nc2c(cc1=O)CCCC2
-18% | COC(=O)c1cc(N2CCOCC2)ccc1N

# (list continues)
ALOX12 inh | SMILES
2% | O=S(=O)(c1ccccc1)N1CCn2c(nnc2[C@@H]2C[C@@H](O)CN2Cc2cccnc2)C1
7%[176 µM] | COc1ccc(CN2CC[C@H](c3nnc(-c4ccco4)o3)C2)cc1
-1% | COCCN1C(=O)CS(=O)(=O)C12CCN(C(=O)Cn1c(=O)oc3ccccc31)CC2
9%[176 µM] | Cc1ccc2nc([C@H]3CCN(C4CCC4)C3)[nH]c2c1
8%[176 µM] | O=C(O)CCC(=O)N1CC[C@H](c2nnc(-c3cccnc3)o2)C1
1%[6.33 µM] | Cc1cc(C(=O)NCc2ccc(F)cc2)c2c(C3CCNC3)noc2n1 (configuration not stated)
13% | O=C(N/N=C/c1cccs1)c1ccccc1Cl
-6% | CNC(=O)c1[nH]nc2c1C(c1ccc(-n3cncn3)cc1)CC(=O)N2 (configuration not stated)

# Entries from the list above that contain a furan ring, fused or not:
ALOX12 inh | SMILES
6% | Fc1ccccc1-c1ccc(CNc2ncn[nH]2)o1
? | Brc1ccc(-c2noc(-c3ccc(Br)o3)n2)o1
14%[176 µM] | Cc1nn(-c2ccccc2[N+](=O)[O-])c(C)c1[C@@H]1C=C[C@@H](NCc2ccco2)C1
7%[176 µM] | COc1ccc(CN2CC[C@H](c3nnc(-c4ccco4)o3)C2)cc1

# Remaining list, next part
ALOX12 inh | SMILES
29%[176 µM] | COc1cccc(CN2Cc3c(CN(C)Cc4ccccc4)nnn3CCC2=O)c1
-14% | Cc1cccc(C)c1NC(=O)C(c1ccccc1)n1c(-c2ccccc2)nc2ccccc21 (configuration not stated)
-6% | Clc1ccccc1CNC1=NCCNC12CCOCC2
28µM* | CCc1ccc(NC(=O)c2cc(-c3ccc[nH]3)n[nH]2)cc1
45% | Cc1ccc(CNC(=O)c2cc(NC(=O)C(C)C)cc3nc(C)ccc23)cc1
5%[176 µM] | COCCN1C[C@H]2CN(Cc3ccc(C(F)(F)F)cc3)CCN2C1=O
-13% | CC(C)C(=O)N1CCN(C(=O)c2cc(C3CC3)nc3ccccc23)CC1
? | S=C(N/N=C/C(c1ccccc1)c1ccccc1)Nc1ccccc1Cl

# Next compounds follow:
ALOX12 inh | SMILES
3% | CC(C)C(=O)Oc1ccc2c(-c3cc4ccccc4oc3=O)cc(=O)oc2c1
0% | Cc1c(Cl)cccc1NC(=O)CC(O)(c1nccn1C)C(F)(F)F (configuration not stated)
26% | C[C@@H](CO)NC(=O)c1[nH]cnc1C(=O)Nc1ccccc1
6% | O=C(CCc1ccccc1Cl)NCc1cccc(C(F)(F)F)c1
33%[176 µM] | O=c1[nH]c(C2CCCN(Cc3ccccc3)C2)nn1-c1ccccc1 (configuration not stated)
10% | Cn1c(C(=O)N2CCN(c3ccccn3)CC2)cc2c1CCN(Cc1ccccc1)C2
-63% | O=C(O)CS(=O)(=O)CCCc1ccccc1
3% | O=C(NCC1Cc2cccc(-c3ncccn3)c2O1)c1cccc(-c2ccccc2F)c1 (configuration not stated)

# The results go on.
ALOX12 inh | SMILES
? | NC(=O)Nc1cc(-c2cccc(F)c2)sc1C(=O)N[C@H]1CCCNC1
12% | COc1ccc(/C=N/O)cc1
24% | O=C(CCc1ccc(=O)[nH]n1)N1CCC2(CCCNC2=O)C1 (configuration not stated)
-2% | COC1C(=O)N(C2CCN(Cc3ccc(O)cc3)CC2)C12CCOCC2 (configuration not stated)
5% | CCOc1c(Br)cc(C(=O)N2CCN(c3ncccn3)CC2)cc1OC
? | CCOc1ccccc1C1Nc2ccccc2-n2cc3c(=O)n(C)c(=O)n(C)c3c21 (configuration not stated)
0% | Cc1ccc(-c2nc3c(C)cc(Br)cn3c2Cc2cccc(F)c2)cc1
8% | O=C(Nc1ccc([C@@H](O)[C@H]2COCC(=O)N2Cc2ccc(F)cc2)cc1)c1ccnc(Cl)c1

# The list continues:
ALOX12 inh | SMILES
? | CCOC(=O)C1=C(N)Oc2cc(O)ccc2C1c1ccccc1Cl (configuration not stated)
67%[activator][176 µM] | O[C@H]1[C@H](NCC2CC2)[C@@H](c2cncnc2)C[C@H]1O
-2% | CC(C)C(=O)NCCNC(=O)NC(CN(C)C)c1ccccc1 (configuration not stated)
? | CCNC(=O)CN1CCN(c2ccnc3c(F)ccc(F)c23)CC1
11%[176 µM] | CC(C)CNC(=O)C(C)(C)Oc1nn(CC2CC2)c2ccc(CN3CCCC3)cc12
2% | CN1CC2(CCN(C(=O)Cc3c[nH]c4ccccc34)CC2)CC1C(=O)N1CCOCC1 (configuration not stated)
26% | COC(=O)C1=C(C)N=C2SC=C(CC(=O)NCC3CCCO3)N2C1c1ccc(OC)cc1OC (configuration not stated)
-4%[176 µM] | COc1ccc(-c2cc3c(nc2-c2ccccc2)nc(C(=O)NCCN(C)C)n3C)cn1

# Next part:
ALOX12 inh | SMILES
71%[activator] | Cc1n[nH]c(C)c1CCC(=O)NCC1CCN(c2cc(-c3ccccc3)[nH]n2)CC1
11% | O=C(Cn1ccn2nc(-c3ccccc3)c(CO)c2c1=O)Nc1ccc(F)c(Cl)c1
6% | CN(C)S(=O)(=O)N1CCCC(CCc2cccc(F)c2)C1 (configuration not stated)
28% | Cc1nonc1CC(=O)N1CCC2(CCC(=O)N(CCc3ccncc3)C2)CC1
24% | CC(=O)Nc1ccc(S(=O)(=O)N[C@H]2CO[C@H]3[C@@H]2OC[C@@H]3n2nnnc2Oc2ccc(-n3ccnc3)cc2)cc1
? | CC(C)(C)C(=O)COC(=O)c1c(Cl)cccc1Cl
3% | O=C1NCCC[C@@H]1NC(=O)[C@@H]1CN(C(=O)c2cccs2)CCN1C(=O)c1ccccc1
-41% | NCCC(c1ccccc1)c1ccccc1

# Further records.
ALOX12 inh | SMILES
3% | CC(C)NC(=O)/C(=C/c1ccc(-c2cccc(C(F)(F)F)c2)o1)NC(=O)c1ccccc1
8% | CCCCCCCCSCC(=O)O
? | COCCOc1cc(C)c2c(c1C)C[C@H](C(C)C(=O)N1CCOCC1)CC2 (some centres not stated)
-30% | O=C(Nc1cccc(OCC2CCCO2)c1)C1CCCC1 (configuration not stated)
? | Cc1sc2nc(C(C)Sc3nnnn3C(C)(C)C)[nH]c(=O)c2c1C (configuration not stated)
-4% | CC(NC(=O)c1cc(F)cc(F)c1)c1cccc(NS(C)(=O)=O)c1 (configuration not stated)
0% | Cc1ccccc1OCC(=O)Nc1nonc1-c1ccccc1
-24% | COc1ccc(C(=O)Nc2ccc3oc(-c4ccncc4)nc3c2)cc1Br

# The list continues.
ALOX12 inh | SMILES
12%[176 µM] | COCCN1Cc2ccc(Nc3ccc(OC)cc3)nc2C(C)(C(=O)NC2CCC2)C1 (configuration not stated)
-2% | CCCn1c(C)cnc1C1CCN(C(=O)C2CCCC2)C1 (configuration not stated)
-12% | CCOC(=O)c1[nH]c2c(c1CCC1CCCCC1)C(=O)CC(c1ccccc1)C2 (configuration not stated)
8% | CCNC(=O)CN(CC)Cc1nc2ccsc2c(=O)[nH]1
20% | COc1ccc(NC(=O)c2cc3n(n2)CC(c2ccc(Br)cc2)OC3)cc1OC (configuration not stated)
-29% | O=C(Nc1ccccc1)c1ccc2c(c1)CCC2

# Source: PubChem BioAssay (National Center for Advancing Translational Sciences (NCATS))
